# CYP2C19 act = activators of human cytochrome P450 2C19; P33261; recombinant CYP2C19, luciferin-H EGE luminescence; active compounds read high; 0 = fully inhibited enzyme, 1 = untreated enzyme; activation factor at 5 µM; 96,000 tested, under 10 active; AID 1025;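 active = activation factor of at least 2 at 5 µM in the primary screen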;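 note: 0 = wells with 2.5 mM tranylcypromine and 1 = vehicle-only wells; values of inactives mirror those of a sister screen read the other way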
# Target sequence (P33261 whole entry, looked up): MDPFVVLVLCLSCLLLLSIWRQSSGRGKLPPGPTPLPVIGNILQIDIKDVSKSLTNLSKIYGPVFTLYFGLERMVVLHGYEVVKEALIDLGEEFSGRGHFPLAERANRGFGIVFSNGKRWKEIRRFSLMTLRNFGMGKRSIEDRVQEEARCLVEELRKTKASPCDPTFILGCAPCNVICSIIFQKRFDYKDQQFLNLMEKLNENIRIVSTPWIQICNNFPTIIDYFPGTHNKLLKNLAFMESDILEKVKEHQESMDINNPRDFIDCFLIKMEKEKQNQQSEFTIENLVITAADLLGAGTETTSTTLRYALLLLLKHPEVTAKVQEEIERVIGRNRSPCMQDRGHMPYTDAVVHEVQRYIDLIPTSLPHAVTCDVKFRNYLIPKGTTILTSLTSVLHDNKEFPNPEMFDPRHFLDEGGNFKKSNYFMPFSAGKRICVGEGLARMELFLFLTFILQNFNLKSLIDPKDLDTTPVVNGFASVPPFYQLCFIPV
# CYP2C9 act = activators of human CYP2C9; activation factor at 5 µM; recombinant CYP2C9, luciferin-H conversion, luminescence; active compounds read high; factor 1 = untreated enzyme, 0 = blocked; AID 1024; hit rate 1.4% among 96,000;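 active = activation factor of 2 or more for CYP2C9 at a 5 µM dose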;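 note: 0 = sulfaphenazole-blocked wells and 1 = vehicle-only wells; values of inactives mirror those of a sister screen read the other way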
# Target sequence (P11712 whole entry, looked up): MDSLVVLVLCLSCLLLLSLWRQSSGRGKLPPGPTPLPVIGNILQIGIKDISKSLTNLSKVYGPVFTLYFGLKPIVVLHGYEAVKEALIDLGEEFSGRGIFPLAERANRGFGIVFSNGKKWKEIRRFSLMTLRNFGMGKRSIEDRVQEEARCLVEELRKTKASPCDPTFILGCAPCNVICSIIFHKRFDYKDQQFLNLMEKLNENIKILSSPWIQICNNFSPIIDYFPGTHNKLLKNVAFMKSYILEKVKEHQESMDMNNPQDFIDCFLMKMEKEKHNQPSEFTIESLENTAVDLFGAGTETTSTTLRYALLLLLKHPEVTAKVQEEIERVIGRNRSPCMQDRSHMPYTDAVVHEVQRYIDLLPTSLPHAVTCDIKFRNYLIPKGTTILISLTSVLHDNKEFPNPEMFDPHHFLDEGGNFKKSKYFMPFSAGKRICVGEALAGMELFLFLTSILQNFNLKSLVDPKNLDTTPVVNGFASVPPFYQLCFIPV
# MT1-MMP txn act = MT1-MMP promoter transcription activation | HT1080 MT1-MMP promoter luciferase reporter, luminescence, overnight; active compounds read high | activation factor at 10 µM | hit rate 0.16% among 86,000 | AID 750;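 active = activation factor of at least 2 for MT1-MMP transcription at 10 µM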
# PLAP act = activators of human placental alkaline phosphatase; purified PLAP enzyme, luminescent substrate read-out; active compounds read high; hit rate 1.2% among 96,000; activation fold at 20 µM; AID 696; in the data active = activation fold above about 2
# CYP2C9 inh = human CYP2C9 inhibition | P11712 | CYP2C9 Supersomes, luciferin-H conversion, luminescence | inhibition, % at 5 µM | hit rate 20% among 96,000;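 active = blocking of liver enzyme CYP2C9 beyond about 50% at 5 µM, limit read from the data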; note: values of inactives mirror those of a sister screen read the other way
# PTK2B oligo ant = antagonists of human Pyk2 oligomerization; Q293 cells, Pyk2 FERM NanoBiT luminescence; active compounds read low; AID 1347419; Q14289; z-score (the deposit names both 25 µM and 10 µM); hit rate 0.83% among 99,000;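 active = Z-score of -3 or lower, scaled per plate to the spread of control and sample wells; inactive = z-score above -3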;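 note: negative z-score means lost luminescence so less FERM oligomerization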
# Mac1 fbg enh = enhancers of human CD11b/CD18 binding to fibrinogen. K562 CD11b/CD18 adhesion to fibrinogen, ATPlite luminescence. activation, % at 10 µM. hit rate 0.07% among 93,000. AID 1499;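 active = 10 µM primary screen giving 50% or more activity, confirmed by 40% or more on retest at that dose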; note: strong numbers were not always called active; reference of the scale not given here
# Mac1 fbg inh = inhibitors of human CD11b/CD18 binding to fibrinogen; inhibition, % at 10 µM; K562 CD11b/CD18 adhesion to fibrinogen, ATPlite luminescence; Mn2+ added to activate the integrin; hit rate 0.54% among 93,000; AID 1497;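 active = primary inhibition of 50% or more at 10 µM, then 40% or more on retest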; note: some results filed as inactive read as strong as hits
# CYP2C19 inh = blocks human cytochrome P450 2C19. CYP2C19 Supersomes, luciferin-H EGE luminescence, 30 min. inhibition, % at 5 µM. hit rate 21% among 96,000;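 active = CYP2C19 inhibition above a set limit at 5 µM in the primary screen, cut at about 50% in these data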;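 note: plate controls were negative control wells for no effect and 2.5 mM tranylcypromine positive control for full effect; values of inactives mirror those of a sister screen read the other way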
# Numbers without * were called inactive; · = not tested or not shown. The order is random (roughly 31% active in at least one column).
compound	CYP2C19 act	CYP2C9 act	MT1-MMP txn act	PLAP act	CYP2C9 inh	PTK2B oligo ant	Mac1 fbg enh	Mac1 fbg inh	CYP2C19 inh
Cc1ccc(C(=O)COC(=O)CNC(=O)COc2ccccc2C)cc1C	0.9	2.4*	·	1.1	-144	0.42	-1	-9	12
CC(=O)N(Cc1cc2ccc(C)c(C)c2n2nnnc12)C1CCCC1	1	0.7	1.1	1.6	33	·	-1	0	1
O=c1c2ccccc2nc(SCc2cc(F)cc3c2OCOC3)n1Cc1ccco1	0.7	0.6	1.1	1.4	40	-0.62	0	13	30
Cc1nc(SCC(=O)Nc2c(C)n(C)n(-c3ccccc3)c2=O)nc(C)c1C	0.9	0.9	1.1	1.2	6	-0.25	·	·	11
Cn1nc(-c2ccc(OCC(=O)NCC3CCCO3)cc2)c2ccccc2c1=O (centres undefined)	0.5	0.5	0.9	1.7	54*	2	-1	4	46
Cc1ccc(C2(CC(=O)N3CCCC3)CCOC(C(C)C)C2)cc1 (centres undefined)	0.8	1	1.1	1.5	4	0.37	0	25	21
CCCCC(=O)Nc1ccc(NC(=O)c2cc(OC)c(OC)c(OC)c2)cn1	0.9	0.8	1.2	1	24	0.55	0	4	12
O=C(Nc1ccccc1Br)C1CCC(=O)N1Cc1ccccc1Cl (centres undefined)	0.8	0.6	·	1	45	-2	-1	1	22
CCC(=O)N1c2ccccc2NC2=C(C(=O)CC(c3ccco3)C2)C1c1ccco1 (centres undefined)	0.9	0.6	0.9	1	38	-0.78	1	-7	11
O=C(OC(C(=O)NC1CCCCC1)c1ccccn1)c1cccs1 (centres undefined)	0.8	0.9	1.1	1.1	6	0.11	·	·	19
COc1ccc(CCn2c(C)cc(C(=O)CSc3nnnn3C)c2C)cc1	0.6	0.8	1.3	1	19	0.63	-2	-4	41
CS(=O)(=O)N1Cc2ccccc2CC1C(=O)OCC(=O)Nc1ccc2ccccc2c1 (centres undefined)	1	0.9	·	0.9	7	0.2	2	-8	0
CCc1nn(CC(=O)NCCCN2CCCC2=O)c(=O)c2cc3sccc3n12	1.1	1.1	1.1	1	-8	·	2	-11	-10
COc1cc(CNn2cnnc2)ccc1OCC(=O)NC(C)(C)C	1.1	1.1	1.1	1	-6	-0.4	-2	-4	-11
CN(C)c1ccc(NC(=O)c2ccc3nsnc3c2)cc1	0.9	1.1	·	1	-15	1.1	-2	-22	14
CC12CCC(=O)N1c1c(sc3nc(N4CCOCC4)c4c(c13)CCCC4)C(=O)N2 (centres undefined)	1	0.3	1.2	1.3	68*	0.19	1	11	3
O=C(Nc1cc(C(F)(F)F)ccc1F)C1CCC1	0.8	1.3	·	1	-28	-0.01	2	-8	19
CCC(=O)Nc1c2c(nn1-c1ccc(OC)cc1)CS(=O)C2 (centres undefined)	1	1	·	1.1	-3	·	-1	-4	1
COc1ccc(C(=O)Nn2c(SCC(=O)N3CCC(C)CC3)nc3ccccc3c2=O)cc1	0.6	0.1	·	1	86*	0.55	·	·	39
CCCNC(=S)N1CCC(NC(=O)C2CCCCC2)CC1	1.2	1.3	1	1.1	-26	0.36	·	·	-18
Cc1ccc(O)c(NC(=O)c2cccc(NC(=O)c3ccco3)c2)c1	0.5	1	1.4	1.1	2	-0.28	-4	3	53*
O=C(CN1C(=O)COc2ccccc21)N(CCCN1CCOCC1)CC1CC=CCC1 (centres undefined)	1.1	1.1	1.1	1.8	-10	1.2	5	61	-7
Cc1ccc(-c2nc(CS(=O)CC(=O)NC3CCCC3)c(C)o2)cc1 (centres undefined)	0.7	0.5	1.1	1.6	53*	·	2	12	32
CCOC(=O)C1=C(Cn2cnc3ccccc32)NC(=O)NC1c1cc(C)ccc1C (centres undefined)	0.5	0.7	1.1	0.7	30	-1.4	-3	0	46
COc1ccc(Cn2nnnc2C(c2ccccc2OC)N2CCC(C(N)=O)CC2)cc1 (centres undefined)	0.8	1	1	1.2	1	-0.43	3	-1	22
CCCCn1nc2cc(C(=O)NCCc3ccc(C)cc3)ccc2c1OCC	0.8	0.8	·	1	16	·	·	·	20
O=C(CSc1nc2cc(Cl)ccc2o1)Nc1ccc(N2CCOCC2)cc1	0.9	1	1.2	1	0	0.85	-4	2	8
CC(C)CCNc1nc(N2CCCC2)c2c(c1C#N)CCN(C)C2	0.6	0.3	1.1	1.4	70*	-0.74	0	6	44
COc1cc(Br)cc2cc(C(=O)N3CCN(c4ccccn4)CC3)c(=O)oc12	0.3	0.4	·	1.3	57*	0.92	-2	49	74*
COC(=O)c1ccc(CSc2nc3ccccc3c(=O)n2Cc2ccco2)o1	0	0	1	1.4	100*	-0.76	-2	23	97*
O=C(c1oc(=O)c2ccccc2c1-c1ccccc1)N1CCN(C2CCCCC2)CC1	0	0.3	1.2	1.4	70*	·	2	6	99*
O=C(O)c1ccc(-n2cccc2)cc1O	0.9	1	0.9	0.8	5	0.21	-2	-13	6
O=C(CSc1nnc2ccccn12)Nc1ccccc1C(=O)NC1CC1	1.1	1	1.3	1	3	2.5	·	·	-5
CC1CCCC(NC(=O)C2CCN(S(=O)(=O)N3CCC4(CC3)OCCO4)CC2)C1C (centres undefined)	0.5	0.8	1	1.6	21	0.24	·	·	46
O=S(=O)(Nc1ncn[nH]1)c1ccc(Cl)cc1	0.2	1	1.1	1.2	1	·	-3	15	83*
COc1ccc(C(=O)CSc2nnc(Cc3ccccc3)o2)cc1	1	1.4	1.1	0.9	-41	0.11	0	3	2
N#Cc1c(NC(=O)CN2CCN(S(=O)(=O)c3ccc4c(c3)OCCO4)CC2)sc2c1CCC2	0.9	0.9	0.9	1	8	1.1	14	-3	14
O=C(c1ccco1)N1CCN(Cc2cccnc2)CC1	0.8	0.8	·	0.9	16	1	2	-2	18
Cc1nn(-c2cc(N3CCCCCC3)ccc2[N+](=O)[O-])c(=O)c2ccccc12	0.7	0.6	1	1	36	-4.1*	·	·	34
CCOC(=O)C1CCN(C(=O)CSc2nnc(-c3ccco3)n2-c2ccccc2)CC1	0.5	0.5	1.1	1.5	54*	-0.09	-4	-8	53*
Cc1ccnc(NS(=O)(=O)c2ccccc2)n1	1	1	1	0.9	3	0.42	3	5	2
Cc1cccc(C2NS(=O)(=O)N=C2N)c1 (centres undefined)	1.1	1.2	1.2	0.9	-19	0.4	1	-34	-6
COc1ccc(-n2c(SCC(=O)Nc3ccccc3)nc3c(c2=O)SCC3)cc1	0.6	0.7	1.1	1.1	33	·	1	2	42
COc1ccc(Oc2nc3ccccc3n3cccc23)cc1	1.1	1.2	·	1.2	-20	0.23	-4	9	-6
C=CCn1c(CNC(=O)c2cccs2)nnc1SCC(=O)Nc1ccc(C(=O)O)cc1	1	1	1	1.3	-3	0.9	-3	5	-5

# Four of the compounds above, field by field.
> O=C(c1ccco1)N1CCN(Cc2cccnc2)CC1
  CYP2C19 act: 0.8	CYP2C9 act: 0.8	MT1-MMP txn act: ·	PLAP act: 0.9	CYP2C9 inh: 16	PTK2B oligo ant: 1	Mac1 fbg enh: 2	Mac1 fbg inh: -2	CYP2C19 inh: 18

> Cc1nn(-c2cc(N3CCCCCC3)ccc2[N+](=O)[O-])c(=O)c2ccccc12
  CYP2C19 act: 0.7	CYP2C9 act: 0.6	MT1-MMP txn act: 1	PLAP act: 1	CYP2C9 inh: 36	PTK2B oligo ant: -4.1*	Mac1 fbg enh: ·	Mac1 fbg inh: ·	CYP2C19 inh: 34

> CCOC(=O)C1CCN(C(=O)CSc2nnc(-c3ccco3)n2-c2ccccc2)CC1
  CYP2C19 act: 0.5	CYP2C9 act: 0.5	MT1-MMP txn act: 1.1	PLAP act: 1.5	CYP2C9 inh: 54*	PTK2B oligo ant: -0.09	Mac1 fbg enh: -4	Mac1 fbg inh: -8	CYP2C19 inh: 53*

> Cc1ccnc(NS(=O)(=O)c2ccccc2)n1
  CYP2C19 act: 1	CYP2C9 act: 1	MT1-MMP txn act: 1	PLAP act: 0.9	CYP2C9 inh: 3	PTK2B oligo ant: 0.42	Mac1 fbg enh: 3	Mac1 fbg inh: 5	CYP2C19 inh: 2

# Next records
compound	CYP2C19 act	CYP2C9 act	MT1-MMP txn act	PLAP act	CYP2C9 inh	PTK2B oligo ant	Mac1 fbg enh	Mac1 fbg inh	CYP2C19 inh
C=C(C)c1nc2cc(OC)c(OC)cc2c(=O)o1	0.9	0.8	·	1.1	24	-1.2	-1	0	9
O=C(Cn1ccc2ccccc2c1=O)NCCC(=O)Nc1cccnc1	1.2	1	1.1	1	0	-0.21	-1	11	-17
COc1ccc(S(=O)(=O)N2CCn3c2nc2ccccc23)cc1	0.6	1.2	1.1	0.9	-24	1	-3	0	38
O=C1COc2ccc(C(=O)c3ccccc3C(=O)NCc3ccccc3)cc2N1	0.2	0.7	0.9	0.9	30	-1.5	0	-13	75*
Cc1cc(C(=O)NC(C)C)on1	1	1	0.9	0.9	2	0.59	1	4	0
C=CCn1c(=O)c(C(=O)Nc2ccccc2C(=O)OCC)c(O)c2ccccc21	0.9	0.8	1.2	1.3	18	-0.06	-2	16	6
CC(Sc1nnnn1C)C(=O)Nc1ccc(Oc2ccccc2)cc1 (centres undefined)	0.4	0.5	1.4	1	46	-0.91	·	·	63*
CCOC(=O)N1CCN(S(=O)(=O)c2ccc3c(c2)CCN3C(=O)CC)CC1	0.8	0.7	·	1.3	27	1.3	-4	-20	20
COc1ccccc1C(=O)Nc1ccc2c(c1)nc1n2CCSC1	0.8	2*	1.2	1.2	-97	0.33	0	-6	18
O=C(O)c1nc(-c2ccccc2)n(-c2ccc(Cl)cc2)n1	1	0.9	·	0.8	7	1.3	·	·	-1
COc1ccc(C(=O)NN(C)c2nc(-c3ccccc3)nnc2C(F)(F)F)cc1	0.6	0.7	·	1.1	33	1.3	-4	8	44
Cc1ccc2cc(S(=O)(=O)NCCCC(=O)O)ccc2c1	1.1	1.3	1.1	0.9	-30	1.5	2	-6	-11
O=C(CSc1nnc(-c2ccccc2Cl)o1)N1CCCCC1	0.8	1.2	1.7	1	-18	·	-2	14	18
Cc1ccc(C(=O)CSc2nnc(CNc3nc(-c4ccccc4)cs3)n2C)cc1	0.7	0.7	1.1	1.4	27	0.67	-3	17	34
Cc1ncoc1C(=O)NCc1ccccc1Cl	0.9	1	1.2	1	4	0.25	-1	-4	12
O=C(c1ccccc1-c1nc2ccccc2[nH]1)N1CCCCC1	1.1	1.1	1.2	1.1	-9	1.8	-1	-13	-8
O=C(O)[C@@H]1CSC2(CCSC2)N1 (some centres undefined)	1.1	1	1.3	1.7	-2	·	-2	-5	-7
O=S(=O)(Nc1ccc2c(c1)OCO2)c1cccs1	0.1	0.3	1	1.1	66*	-0.21	-1	-1	91*
O=C(NNc1ccccc1[N+](=O)[O-])Nc1ccccc1	0.6	1	·	0.9	-4	-0.71	0	-1	39
O=C(O)C1C2C=CC(C2)C1C(=O)NCCc1ccccc1 (centres undefined)	1	0.9	1.2	0.7	7	0	1	-20	3
Cc1ccc(Nc2nc(N)nc(CN3CCN(c4ccccc4F)CC3)n2)cc1	1	0.9	1.1	1.4	7	-0.87	-4	9	5
CCOc1cc(C(C#N)N2CCCCC2)ccc1OC (centres undefined)	1	0.9	1.1	1	5	-0.38	·	·	5
CC1=C(C(=O)Nc2ccccc2)C(c2ccco2)C(C#N)=C(SCC(N)=O)N1 (centres undefined)	1	0.9	1	1	6	-0.12	2	2	2
Cc1csc(NC(=O)CSc2nnc(CCNC(=O)c3ccc(Cl)c(Cl)c3)n2C)n1	0.9	0.8	1.1	0.8	24	-0.11	-1	-44	8
Clc1ccc(CSc2nnc(NC3=NCCCCC3)s2)cc1	0.1	0.3	1.3	1.2	67*	-0.04	-3	44	91*
COC(=O)c1ccc2c(=O)n(CCN3CCOCC3)c(SCC(=O)C(C)(C)C)nc2c1	1	0.6	1.1	1.3	41	0.24	·	·	5
Nc1nc2ccccc2nc1N	1.1	1.2	1.5	1.2	-21	-0.25	-2	-5	-8
COc1ccc(-n2c(=O)cc(N3CCN(c4ccccc4OC)CC3)[nH]c2=O)cc1	1.2	1.2	1.3	1	-19	0.5	-3	2	-18
CC1CCCN(S(=O)(=O)c2cc(Cl)ccc2Cl)C1 (centres undefined)	0	2.4*	1.1	1.1	-142	-1	0	17	96*

# Screening results (PubChem BioAssay)
